From PubChem
XIAP displacement: small molecules displacing peptide from XIAP – biochemical, IAP family, fluorescence polarization (AID 1018); XIAP BIR domain, fluorescence polarization peptide displacement; higher % means a stronger effect; one-dose displacement, % at 20 µM; IC50 in µM for titrated hits; hit rate 0.007% among 200,000; in the data active = displacement above about 50%; also: a part of the inactive calls stands beside numbers as strong as those of hits
Dengue-2 NS5 capping: Dengue-2 NS5 methyltransferase inhibitors, primary screen, biochemical, confirmation dose response (AID 588689); one-dose inhibition, % at 25 µM; IC50 in µM for titrated hits; hit rate 0.3% among 340,000; Dengue-2 NS5 methyltransferase capping enzyme assay, biochemical; higher % means a stronger effect; in the data active = a potency from the dose series
LYP inhibition: PTPN22 lymphoid phosphatase activity blockers – biochemical, fluorescence intensity, uHTS (AID 1779); hit rate 0.054% among 290,000; one-dose inhibition, % at 11.5 µM; IC50 in µM for titrated hits; recombinant LYP phosphatase, fluorescence intensity; higher % means a stronger effect;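 also: plate controls were vehicle with enzyme for no effect and no enzyme for full effect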
HIV peptide binding: inhibitors of HIV fusion peptide binding, primary screen, biochemical, uHTS, fluorescence dequenching (AID 1986); cell-free peptide binding, fluorescence dequenching, 30 min; higher % means a stronger effect; inhibition, % at 20 µM, or IC50 in µM where a hit was titrated; hit rate 0.3% among 290,000; in the data active = inhibition mostly above about 52%, no sharp cut-off; inactive = mostly below about 76%; also: some results filed as inactive read as strong as hits
Hep lipid drop: modulators of hepatic lipid droplet formation | hit rate 0.4% among 240,000 | AML12 mouse hepatocytes, oleate lipid droplets, BODIPY imaging | AID 1656 | inhibition, % at 6.5 µM;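 active = lipid droplet intensity inhibited by at least 50%, with more than 500 cells counted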
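Test system: AML12 hepatocytes (mouse); reagent: oleate loading, 100 µM; dosing: one dose, 6.5 µM compound; incubation: overnight exposure; signal: fluorescence imaging, 20x objective, two fields per well; read-out basis: % inhibition of corrected integrated BODIPY droplet signal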
AID2073: inhibitors of Mint1-CaV2.2 protein interaction, biochemical, HTRF (AID 2073); HTRF protein-protein interaction, Mint1-CaV2.2; higher % means a stronger effect; one-dose inhibition, % at 20 µM; IC50 in µM for titrated hits; hit rate 0.19% among 290,000; in the data active = inhibition mostly above about 51%, no sharp cut-off; also: some results filed as inactive read as strong as hits
Myeloid diff 2: promotes myeloid progenitor differentiation; ER-HoxA9 myeloid progenitors, lysozyme-GFP differentiation, flow cytometry; calls only at 10 µM; hit rate 1% among 360,000; AID 624256;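 active = normalized GFP-positive differentiation at or above the plate's own cutoff, the solvent-only control mean plus 3 SD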;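 also: cells exposed to compound for four days before flow analysis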
HEK293 NOD2/NF-kB: NOD2 signaling inhibitors, cell-based, luminescence, uHTS, HEK293 (AID 1566); hit rate 0.63% among 290,000; HEK293 NOD2/NF-kB luciferase reporter, luminescence; higher % means a stronger effect; one-dose inhibition, % at 4 µM; EC50 in µM for titrated hits; also: many of its hits are not listed in these tables
Siah-1 displacement: Siah-1 peptide-binding antagonists, primary screen, biochemical, fluorescence polarization, rhodamine-plectin, uHTS (AID 1817); one-dose displacement, % at 20 µM; IC50 in µM for titrated hits; Siah-1 / rhodamine-plectin peptide fluorescence polarization; higher % means a stronger effect; hit rate 0.02% among 290,000;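 active = displacement of at least 50% at 20 µM, with a fluorescence ratio check between 0.3 and a set limit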;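 also: plate controls were Siah plus tracer with DMSO for no effect and tracer alone without Siah for full effect; strong numbers were not always called active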
Hep lipid drop cells 6.5 µM: further read-out of Hep lipid drop, marked with its call; cell count; measured here: cell count, cytotoxicity flag;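 cells counted across two imaged fields per well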
Myeloid diff 2 GFP+ MAC1+ %: second read-out of Myeloid diff 2, no call of its own (marks repeat the call); GFP+ MAC1+ double positive, %; measured here: differentiation confirmed by MAC1 staining
An asterisk follows results filed as active. Rule as the data show it, unless noted: active = inhibition above about 50%; inactive = the rest.

Results for CC1CC(C)CN(CCOc2ccccc2-c2ccccc2)C1 (configuration not stated) ?
XIAP displacement: -2.5%; Dengue-2 NS5 capping: 1%; LYP inhibition: -8%; HIV peptide binding: -1.5%; Hep lipid drop: -38; AID2073: 3%; Myeloid diff 2: inactive; HEK293 NOD2/NF-kB: 3%; Siah-1 displacement: -2%; Hep lipid drop cells 6.5 µM: 636; Myeloid diff 2 GFP+ MAC1+ %: 0.2

How did CC(C)CC(=O)Nc1nnc(SCC(=O)NC2CCCCC2)s1 do in these assays?
Dengue-2 NS5 capping: -3%; LYP inhibition: -11%; HIV peptide binding: -0.4%; Hep lipid drop: 47; AID2073: 11%; Myeloid diff 2: inactive; HEK293 NOD2/NF-kB: 1%; Siah-1 displacement: -5%; Hep lipid drop cells 6.5 µM: 673; Myeloid diff 2 GFP+ MAC1+ %: 0.5

What do the screens show for `COC(=O)C(C)n1cnc2c(nnn2-c2ccc(OC)cc2)c1=O` (configuration not stated)?
XIAP displacement: 0.1%; Dengue-2 NS5 capping: -7%; LYP inhibition: -4%; HIV peptide binding: 1.1%; AID2073: 10%; Myeloid diff 2: inactive; HEK293 NOD2/NF-kB: 4%; Siah-1 displacement: 1%; Myeloid diff 2 GFP+ MAC1+ %: 4.7

How did Cc1ccnc(NS(=O)(=O)c2ccc(N3C(=O)c4ccccc4C3=O)cc2)n1 do in these assays?
XIAP displacement: 2.6%; Dengue-2 NS5 capping: -1%; LYP inhibition: 2%; HIV peptide binding: -0.5%; Hep lipid drop: 19; AID2073: 23%; Myeloid diff 2: inactive; HEK293 NOD2/NF-kB: -8%; Siah-1 displacement: 5%; Hep lipid drop cells 6.5 µM: 719; Myeloid diff 2 GFP+ MAC1+ %: 0.8

What do the screens show for `Cc1nc2sc3c(c2c(=O)o1)CC(C)(C)OC3`?
XIAP displacement: -3.3%; Dengue-2 NS5 capping: -7%; LYP inhibition: -5%; HIV peptide binding: -2.5%; Hep lipid drop: 2; AID2073: -8%; Myeloid diff 2: inactive; HEK293 NOD2/NF-kB: 10%; Siah-1 displacement: 1%; Hep lipid drop cells 6.5 µM: 753; Myeloid diff 2 GFP+ MAC1+ %: 0.9

What do the screens show for `Cc1ccc(C(=O)CSc2nnnn2Cc2ccccc2)cc1C`?
Dengue-2 NS5 capping: -9%; LYP inhibition: -4%; HIV peptide binding: 0.2%; Hep lipid drop: 4; AID2073: -3%; Myeloid diff 2: inactive; HEK293 NOD2/NF-kB: -8%; Siah-1 displacement: -2%; Hep lipid drop cells 6.5 µM: 632; Myeloid diff 2 GFP+ MAC1+ %: 1.3

How did N/C(=N\OC(=O)COc1cc(Cl)c(Cl)cc1Cl)c1ccncc1 do in these assays?
XIAP displacement: -5.9%; LYP inhibition: -7%; HIV peptide binding: -0.7%; Hep lipid drop: -22; AID2073: 1%; HEK293 NOD2/NF-kB: -64%; Siah-1 displacement: -7%; Hep lipid drop cells 6.5 µM: 708

How did O=C1CCC(=O)N1c1ccccc1 do in these assays?
LYP inhibition: -12%; HIV peptide binding: 0.5%; Hep lipid drop: -2; AID2073: -2%; Myeloid diff 2: inactive; HEK293 NOD2/NF-kB: 8%; Siah-1 displacement: -4%; Hep lipid drop cells 6.5 µM: 806; Myeloid diff 2 GFP+ MAC1+ %: 0.5

Results for CCCCNC(=O)Cn1cnc2c(cnn2-c2ccc(C)c(C)c2)c1=O ?
XIAP displacement: -6.7%; Dengue-2 NS5 capping: 2%; LYP inhibition: -6%; HIV peptide binding: 0.1%; AID2073: 22%; Myeloid diff 2: inactive; HEK293 NOD2/NF-kB: -2%; Siah-1 displacement: -2%; Myeloid diff 2 GFP+ MAC1+ %: 11

How did CCOC(=O)c1cccc(NC(=O)CCc2nnc3ccc(N4CCOCC4)nn23)c1 do in these assays?
Dengue-2 NS5 capping: -4%; LYP inhibition: -8%; HIV peptide binding: -1.2%; Hep lipid drop: -6; AID2073: -2%; Myeloid diff 2: inactive; HEK293 NOD2/NF-kB: 15%; Siah-1 displacement: 1%; Hep lipid drop cells 6.5 µM: 652; Myeloid diff 2 GFP+ MAC1+ %: 3.5

Results for O=C(NC(=S)N1CCc2ccccc21)c1ccco1 ?
XIAP displacement: -2.4%; Dengue-2 NS5 capping: -2%; LYP inhibition: 3%; HIV peptide binding: 0.0%; Hep lipid drop: -3; AID2073: 2%; Myeloid diff 2: inactive; HEK293 NOD2/NF-kB: -4%; Siah-1 displacement: 1%; Hep lipid drop cells 6.5 µM: 731; Myeloid diff 2 GFP+ MAC1+ %: 0.1

What do the screens show for `O=C(N/N=C/c1cccnc1)C1CCCN(S(=O)(=O)c2ccccc2)C1` (configuration not stated)?
XIAP displacement: -4.8%; Dengue-2 NS5 capping: -8%; LYP inhibition: -3%; HIV peptide binding: 2.7%; Hep lipid drop: -6; AID2073: 0%; HEK293 NOD2/NF-kB: 1%; Siah-1 displacement: 7%; Hep lipid drop cells 6.5 µM: 604

Results for O=C(Nc1ccccc1)Nc1ccc(C(=O)N2CCOCC2)cc1 ?
XIAP displacement: -6.0%; Dengue-2 NS5 capping: -21%; LYP inhibition: -12%; HIV peptide binding: -1.7%; AID2073: -7%; Myeloid diff 2: inactive; HEK293 NOD2/NF-kB: -41%; Siah-1 displacement: 3%; Myeloid diff 2 GFP+ MAC1+ %: 0.8

How did Cc1sc(NC(=O)c2cccnc2)nc1-c1ccccc1 do in these assays?
XIAP displacement: 0.0%; Dengue-2 NS5 capping: 4%; LYP inhibition: -3%; HIV peptide binding: 4.2%; Hep lipid drop: -4; AID2073: 25%; Myeloid diff 2: inactive; HEK293 NOD2/NF-kB: -13%; Siah-1 displacement: 8%; Hep lipid drop cells 6.5 µM: 692; Myeloid diff 2 GFP+ MAC1+ %: 0.5

Results for O=C(C[n+]1cccc(CNC(=O)c2ccc(OC(F)F)cc2)c1)Nc1ccccc1Cl ?
XIAP displacement: -9.3%; Dengue-2 NS5 capping: 6%; LYP inhibition: -3%; HIV peptide binding: 2.5%; Hep lipid drop: 8; AID2073: 0%; Myeloid diff 2: inactive; HEK293 NOD2/NF-kB: 6%; Siah-1 displacement: 1%; Hep lipid drop cells 6.5 µM: 684; Myeloid diff 2 GFP+ MAC1+ %: 1.0

What do the screens show for `O=C(COc1ccc(/C=N/NC(=O)c2ccncc2)cc1)Nc1ccccc1`?
Dengue-2 NS5 capping: 4%; LYP inhibition: -6%; HIV peptide binding: 0.2%; Hep lipid drop: -24; AID2073: 2%; Myeloid diff 2: inactive; HEK293 NOD2/NF-kB: 5%; Siah-1 displacement: 3%; Hep lipid drop cells 6.5 µM: 756; Myeloid diff 2 GFP+ MAC1+ %: 1.5

What do the screens show for `O=C(CN1CCCCCCC1)Nc1ccc(Cl)cc1Cl`?
XIAP displacement: -3.3%; Dengue-2 NS5 capping: -11%; LYP inhibition: -4%; HIV peptide binding: 2.2%; Hep lipid drop: 3; AID2073: -3%; Myeloid diff 2: inactive; HEK293 NOD2/NF-kB: 13%; Siah-1 displacement: 10%; Hep lipid drop cells 6.5 µM: 691; Myeloid diff 2 GFP+ MAC1+ %: 1.1

How did CCOC(=O)c1ccc(NC(=S)NCc2cccnc2)cc1 do in these assays?
XIAP displacement: -7.6%; Dengue-2 NS5 capping: -1%; LYP inhibition: -5%; HIV peptide binding: -1.6%; Hep lipid drop: 31; AID2073: 16%; Myeloid diff 2: inactive; HEK293 NOD2/NF-kB: 11%; Siah-1 displacement: 6%; Hep lipid drop cells 6.5 µM: 767; Myeloid diff 2 GFP+ MAC1+ %: 0.3

What do the screens show for `CCOc1ccc(NC(=O)N2CCC(NC(=O)c3ccco3)CC2)cc1`?
XIAP displacement: -17%; Dengue-2 NS5 capping: -6%; LYP inhibition: -5%; HIV peptide binding: -1.1%; AID2073: 0%; Myeloid diff 2: inactive; HEK293 NOD2/NF-kB: -16%; Siah-1 displacement: 2%; Myeloid diff 2 GFP+ MAC1+ %: 1.0

Results for CC(C)(C#N)Nn1cnnc1 ?
XIAP displacement: -7.5%; Dengue-2 NS5 capping: -8%; LYP inhibition: -2%; HIV peptide binding: -2.4%; Hep lipid drop: 6; AID2073: 8%; Myeloid diff 2: inactive; HEK293 NOD2/NF-kB: 12%; Siah-1 displacement: -5%; Hep lipid drop cells 6.5 µM: 741; Myeloid diff 2 GFP+ MAC1+ %: 0.7

What do the screens show for `CCCCc1nnc(NC(=O)CN2C(=O)NC3(CCCCC3)C2=O)s1`?
Dengue-2 NS5 capping: -1%; LYP inhibition: -7%; HIV peptide binding: -0.2%; Hep lipid drop: -4; AID2073: 1%; Myeloid diff 2: inactive; HEK293 NOD2/NF-kB: -1%; Siah-1 displacement: 5%; Hep lipid drop cells 6.5 µM: 796; Myeloid diff 2 GFP+ MAC1+ %: 0.7

Results for O=C(c1ccc(NS(=O)(=O)c2ccc(Cl)cc2)cc1)N1CCOCC1 ?
Dengue-2 NS5 capping: -2%; LYP inhibition: -4%; HIV peptide binding: 0.1%; Hep lipid drop: 5; AID2073: 4%; Myeloid diff 2: inactive; HEK293 NOD2/NF-kB: 33%; Siah-1 displacement: 13%; Hep lipid drop cells 6.5 µM: 797; Myeloid diff 2 GFP+ MAC1+ %: 1.0

What do the screens show for `CC(C)(C)c1ccc(C(=O)NCc2ccccc2)cc1`?
XIAP displacement: -5.2%; Dengue-2 NS5 capping: -8%; LYP inhibition: -3%; HIV peptide binding: 1.2%; Hep lipid drop: 12; AID2073: -2%; Myeloid diff 2: inactive; HEK293 NOD2/NF-kB: -44%; Siah-1 displacement: 6%; Hep lipid drop cells 6.5 µM: 721; Myeloid diff 2 GFP+ MAC1+ %: 0.2

What do the screens show for `CC(C)(Oc1ccc(Br)cc1Cl)C(=O)Nc1ccon1`?
Dengue-2 NS5 capping: -4%; LYP inhibition: -11%; HIV peptide binding: -0.6%; Hep lipid drop: -2; AID2073: 6%; Myeloid diff 2: inactive; HEK293 NOD2/NF-kB: 11%; Siah-1 displacement: -8%; Hep lipid drop cells 6.5 µM: 668; Myeloid diff 2 GFP+ MAC1+ %: 1.5

What do the screens show for `Cc1c(C#N)c(O)n(CCO)c(=O)c1N=Nc1ccc(S(N)(=O)=O)cc1`?
XIAP displacement: 5.2%; Dengue-2 NS5 capping: -8%; LYP inhibition: 3%; HIV peptide binding: 5.7%; Hep lipid drop: 16; AID2073: 2%; Myeloid diff 2: inactive; HEK293 NOD2/NF-kB: 1%; Siah-1 displacement: -4%; Hep lipid drop cells 6.5 µM: 747; Myeloid diff 2 GFP+ MAC1+ %: 0.4

This is a subset; the hit share may differ from the screen's.
